Mdm2 MdmX PPI: disrupts the human Mdm2-MdmX interaction; O15151+Q00987; SaOS-2 split-luciferase Mdm2/MdmX complementation, luminescence; inhibition, % at 8 µM; 330,000 tested, 3% active; AID 485346;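 active = inhibition of at least 50% at 8 µM in the primary screen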
tim23-1 inh: growth inhibitors of tim23-1 mutant yeast; S. cerevisiae tim23-1 growth, BacTiter-Glo luminescence, 24 h; inhibition, % at 20 µM; 330,000 tested, 1.3% active; AID 463212;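 active = growth inhibition of the mutant yeast at or above 50%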;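 also: temperature-sensitive mutant grown at 25 °C; plate controls were DMSO-treated mutant yeast for no effect and medium wells lacking yeast for full effect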
CCR6 antagonist: CCR6 (human) receptor antagonism | P51684 | CHO-K1 CCR6 PathHunter beta-arrestin, luminescence, CCL20-stimulated | inhibition, % at 20 µM | 340,000 tested, 0.49% active | AID 493098;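 active = compounds whose inhibition of the agonist-driven luminescence signal at 20 µM reaches about 50%, limit read from the data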;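 also: cells stimulated with CCL20 at 14 nM final; plate controls were DMSO with CCL20 for no effect and DMSO without agonist for full effect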
Target sequence (P51684 whole entry, looked up): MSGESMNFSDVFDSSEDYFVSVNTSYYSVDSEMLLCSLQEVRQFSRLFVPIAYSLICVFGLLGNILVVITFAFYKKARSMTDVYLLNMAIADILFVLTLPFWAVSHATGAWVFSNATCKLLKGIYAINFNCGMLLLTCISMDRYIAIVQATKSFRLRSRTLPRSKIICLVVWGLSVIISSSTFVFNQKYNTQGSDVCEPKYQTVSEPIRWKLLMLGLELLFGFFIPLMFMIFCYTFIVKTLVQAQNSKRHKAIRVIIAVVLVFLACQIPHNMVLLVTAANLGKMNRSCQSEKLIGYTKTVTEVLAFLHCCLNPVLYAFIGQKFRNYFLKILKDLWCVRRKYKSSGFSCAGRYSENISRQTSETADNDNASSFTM
APJ antag: APJ receptor antagonism; P35414; CHO-K1 APJ beta-arrestin complementation, luminescence; AID 2521; inhibition, % at 20 µM; 330,000 tested, 0.32% active;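 active = inhibition above about 40% at 20 µM, limit read from the data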;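 also: cells challenged with 10 nM apelin-13 agonist together with compound; plate controls were apelin-13 plus DMSO wells for no effect and DMSO wells lacking apelin-13 for full effect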
Target sequence (P35414 whole entry, looked up): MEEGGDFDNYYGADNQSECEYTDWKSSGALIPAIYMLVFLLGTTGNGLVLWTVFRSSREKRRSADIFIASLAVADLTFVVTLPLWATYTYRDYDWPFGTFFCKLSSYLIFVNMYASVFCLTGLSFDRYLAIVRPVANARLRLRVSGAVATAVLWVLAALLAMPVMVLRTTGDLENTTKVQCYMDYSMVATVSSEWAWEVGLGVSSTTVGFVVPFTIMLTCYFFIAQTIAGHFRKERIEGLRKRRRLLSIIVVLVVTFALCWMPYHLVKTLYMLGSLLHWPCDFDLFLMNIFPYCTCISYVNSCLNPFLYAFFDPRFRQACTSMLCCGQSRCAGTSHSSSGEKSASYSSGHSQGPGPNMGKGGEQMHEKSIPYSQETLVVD
EBI2 block: blocks human EBI2 receptor beta-arrestin signaling | P32249 | EBI2 beta-arrestin recruitment, luminescence, 7a,25-OHC stimulated | inhibition, % at 5 µM | 360,000 tested, 0.81% active; in the data active = inhibition above about 38%;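 also: enzyme fragment complementation signal reports receptor beta-arrestin coupling in cells; 0% = agonist plus DMSO wells and 100% = wells without agonist; some results beyond the cut were filed as inactive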
XBP1 UPR activ: activators of adaptive arm of unfolded protein response (XBP1) | CHO-XBP1 luciferase reporter, IRE1-XBP1 UPR activation, luminescence; percent of tunicamycin response, DMSO as zero | activation, % at 20 µM | 330,000 tested, 0.33% active;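 active = versus positive control, 20 µM dose yields 30% or more activation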;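 also: 100% = tunicamycin at 10 µg/mL and 0% = DMSO only wells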
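Assay system: IRE1-XBP1 luciferase reporter CHO line. Input: 1000 cells/well. Buffer or medium: F12 with 10% serum. Doses: 20 µM, 1% DMSO. Times: overnight seeding at 37 °C, 6 h compound treatment at 37 °C. Technique: Steady-Glo luciferase glow luminescence, 10 min after reagent addition.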
APJ ag: activates the human apelin receptor APJ; CHO-K1 APJ PathHunter beta-arrestin, luminescence; 0% DMSO wells, 100% apelin; activation, % at 20 µM; 330,000 tested, 0.11% active; AID 2520;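 active = activation more than six SD over the plate average, tested at 20 µM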;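 also: 0% = DMSO alone and 100% = apelin-13 at 10 nM; some results filed as inactive read as strong as hits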
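Assay system: CHO-K1 cells stably expressing ProLink-tagged human APJ and arrestin–beta-gal acceptor. Compound dosing: 20 µM single point, 1% DMSO. Times: 16-18 h seeding, 90 min dark compound exposure, 60 min detection. Detection: beta-gal luminescence. Evaluation: APJ–arrestin association signal. Controls: negative DMSO alone, positive Apelin-13 at 10 nM.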
CHOP UPR activ: apoptotic UPR (CHOP) activation; 330,000 tested, 0.34% active; CHO-CHOP luciferase reporter, luminescence; percent of tunicamycin response over DMSO baseline; activation, % at 10 µM;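 active = at 10 µM dose, activation of 40% or more, normalized to positive control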;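 also: 100% = tunicamycin at 10 µg/mL and 0% = DMSO alone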
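Assay system: CHO cells with stable CHOP pathway luciferase reporter; Buffer or medium: F12 plus 10% serum; Times: 16-18 h cell attachment, then 6 h compound exposure, 37 °C; Signal: luciferase luminescence; Read-out basis: percent activation relative to tunicamycin control; Control set: tunicamycin high control, DMSO low control.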
CXCR6 inh: blocks human CXCR6 beta-arrestin recruitment; CHO-K1 PathHunter CXCR6 beta-arrestin, luminescence; inhibition, % at 20 µM; O00574; 360,000 tested, 0.36% active; in the data active = inhibition above about 34%, passing the limit was not always enough;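 also: antagonist mode with CXCL16 agonist at 10 nM final; 0% = 10 nM CXCL16 with DMSO and 100% = unstimulated wells without agonist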
Target sequence (O00574 whole entry, looked up): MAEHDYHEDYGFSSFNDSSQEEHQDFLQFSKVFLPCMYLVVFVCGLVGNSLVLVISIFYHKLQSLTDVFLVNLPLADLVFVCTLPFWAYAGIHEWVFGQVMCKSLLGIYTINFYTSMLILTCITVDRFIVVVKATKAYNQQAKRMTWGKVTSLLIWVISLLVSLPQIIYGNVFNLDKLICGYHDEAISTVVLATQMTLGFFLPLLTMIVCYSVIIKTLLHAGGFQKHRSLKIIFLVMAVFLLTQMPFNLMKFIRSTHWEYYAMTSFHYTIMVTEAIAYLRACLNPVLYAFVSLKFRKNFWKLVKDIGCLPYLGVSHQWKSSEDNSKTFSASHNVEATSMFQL
* marks the source's active call; other numbers are inactive results.

Below each compound: tim23-1 inh, CXCR6 inh, CHOP UPR activ, APJ ag, XBP1 UPR activ, CCR6 antagonist, EBI2 block, Mdm2 MdmX PPI, APJ antag
O=C(N/N=C/c1ccc2c(c1)OCO2)c1ccn(Cc2ccc(Cl)cc2)n1
    -3, 4, 0.9, -4, -2, -18, -5, 20, -1
COc1cc(OC)c(NC(=O)Cc2ccc(OC)c(S(=O)(=O)N3CCOCC3)c2)cc1Cl
    -3, -5, -0.4, -1, 0, -3, 5, 12, 4
CCN(CC)C(=O)CSc1nnc(-c2ccccc2)n1-c1ccccc1
    22, 3, -2.3, -5, -1, 9, 1, 12, 9
CN(C)[C@@H]1C(=O)C(C(N)=O)=C(O)[C@@]2(O)C(=O)C3=C(O)c4c(O)ccc(Cl)c4[C@@H](O)[C@H]3C[C@@H]12
    8, -8, 1.2, -4, -10, -2, -9, 32, 0
CCN(CC)S(=O)(=O)c1ccc2oc(Nc3ccc4c(c3)OCCO4)nc2c1
    25, -11, -1.1, 0, 1, 3, 12, 13, 6
CS(=O)(=O)NCCSc1cc(C(F)(F)F)nc2ccccc12
    2, 8, 0.4, 2, 1, 4, 5, 23, 16
CCCCOC(=O)Nc1ccc(N(C)C)cc1
    11, -1, 3.5, -2, -3, 13, 0, -108, -1
O=C(/C=C/c1ccc(Cl)cc1Cl)N1CCN(c2ccc([N+](=O)[O-])c(N3CCOCC3)c2)CC1
    13, 4, -2.6, -4, -3, 18, 61*, 8, -7
CN1CCN(/N=C/c2nc(-c3ccc(Cl)cc3)n3ccccc23)CC1
    15, 8, 0.6, -1, -2, 11, -17, -14, -4
C[C@@H](C(=O)Nc1ccc2ccccc2c1)[C@@H]1C[C@@]1(C)[C@@H](NC(=O)c1cccnc1)c1ccccc1
    4, 10, 1.5, -4, 0, 3, 42, 22, 13
CCCN1CCN(CC(=O)Nc2nncs2)CC1
    13, -5, 0.2, -3, -3, -3, -9, 16, 5
CS(=O)(=O)N1CCN(Cc2ccccc2C(F)(F)F)CC1
    2, -7, -2.1, -1, -4, -24, -1, 7, -13
COc1ccc(-c2cc(C(=O)NCCN3CCOCC3)c3ccccc3n2)cc1OC
    13, 8, 1.5, 5, -2, 9, 9, 8, -15
O=C(Nc1cccc(C(F)(F)F)c1)C1CC(=O)N(CCc2ccccc2)C1 (stereo unspecified)
    14, 1, 2.0, -1, -2, 17, -3, 7, -7
COCCCNC(=O)Cn1c(=O)n(CCCCCC(=O)Nc2ccccc2)c(=O)c2sccc21
    3, -7, 0.5, -1, -1, -9, -5, -14, -2
COc1ccc(NC(=O)c2ccccc2Oc2ccccc2)cc1
    23, 10, 1.1, 0, -1, 27, -14, 11, 14
COc1c(NC(C)=O)c2ccccc2c2ccccc12
    19, -6, -1.6, -1, 3, 0, 7, 11, -14
Cc1ccc(C)c(CS(=O)(=O)c2cn(CC(=O)N3CCCCC3)c3ccccc23)c1
    13, 1, 0.0, 3, -2, 9, -5, 7, 2
O=C(CSC1=NS(=O)(=O)c2cc(F)ccc2N1)Nc1ccccc1
    39, -4, 0.8, 10, 0, -1, -2, -1, -29
CCCCn1c(N)c(N(CCOC)C(=O)c2ccc(S(=O)(=O)N3CCCCCC3)cc2)c(=O)[nH]c1=O
    -7, -1, 0.4, 1, 2, 1, -12, 23, 23
C=CC(C)n1c(Br)nc2c1c(=O)[nH]c(=O)n2C (stereo unspecified)
    3, -8, -2.7, -2, 4, -8, -3, 22, -1
Cc1cc(C(F)F)n2ncc(C(=O)NCCc3ccc(Cl)cc3)c2n1
    37, 5, -1.9, 3, 1, 16, 9, -20, 18
CCOC(=O)c1ccc2c(c1)nc(SCC(=O)N1CCCCC1)n2CC
    12, 6, -1.4, -3, -2, 9, 4, 8, 12
COn1c(=O)c(-c2ccc(C)cc2)[n+]([O-])c2ccccc21
    6, 0, -0.1, -5, 5, 8, -7, -29, 2
CCSc1nsc(NC(=O)Nc2cccc(OC)c2)n1
    26, -7, 10, 1, 0, 14, -13, 31, 4
Cc1cccc(N(C(=O)CCC(=O)Nc2cc(C)on2)C(C(=O)NC2CCCC2)c2ccc(C)o2)c1 (stereo unspecified)
    -1, -6, 0.3, -3, -1, 15, 6, 29, 7
NC(=O)c1ccc(Cn2c(C(=O)c3ccc(Cl)cc3)c3ccccc3[n+]2[O-])cc1
    13, 9, -0.1, -4, -1, 11, 7, 12, -13
O=C(Nc1ccccc1F)N1CCC(NC(=O)C23CC4CC(CC(C4)C2)C3)CC1
    24, -7, -0.2, 0, 2, 8, 0, -10, 3
COc1ccc(S(N)(=O)=O)cc1C(=O)NCCCN1CCN(c2ccccc2OC)CC1
    -7, -2, -0.4, -4, -2, 0, -10, 14, -10
NC(N)=NC(N)=Nc1cccc2ccccc12
    -8, -2, -0.9, 4, -5, 1, -11, 20, -25

Six records picked at random from those above:
Below each compound: tim23-1 inh, CXCR6 inh, CHOP UPR activ, APJ ag, XBP1 UPR activ, CCR6 antagonist, EBI2 block, Mdm2 MdmX PPI, APJ antag
Cc1cc(C(F)F)n2ncc(C(=O)NCCc3ccc(Cl)cc3)c2n1
    37, 5, -1.9, 3, 1, 16, 9, -20, 18
Cc1ccc(C)c(CS(=O)(=O)c2cn(CC(=O)N3CCCCC3)c3ccccc23)c1
    13, 1, 0.0, 3, -2, 9, -5, 7, 2
C=CC(C)n1c(Br)nc2c1c(=O)[nH]c(=O)n2C (stereo unspecified)
    3, -8, -2.7, -2, 4, -8, -3, 22, -1
CCCCn1c(N)c(N(CCOC)C(=O)c2ccc(S(=O)(=O)N3CCCCCC3)cc2)c(=O)[nH]c1=O
    -7, -1, 0.4, 1, 2, 1, -12, 23, 23
CCSc1nsc(NC(=O)Nc2cccc(OC)c2)n1
    26, -7, 10, 1, 0, 14, -13, 31, 4
Cc1cccc(N(C(=O)CCC(=O)Nc2cc(C)on2)C(C(=O)NC2CCCC2)c2ccc(C)o2)c1 (stereo unspecified)
    -1, -6, 0.3, -3, -1, 15, 6, 29, 7

Further records
Below each compound: tim23-1 inh, CXCR6 inh, CHOP UPR activ, APJ ag, XBP1 UPR activ, CCR6 antagonist, EBI2 block, Mdm2 MdmX PPI, APJ antag
O=C(Nc1ccc(F)cc1)c1cccnc1N1CCOCC1
    10, 5, -1.9, -1, 0, 4, 1, -7, -22
CC(C)(C)C(=O)C[n+]1ccccc1
    5, 3, -1.2, -3, 1, 11, -3, 4, -2
Cc1ccc(OCC(=O)NNC(=O)C2CCCO2)c(C)c1 (stereo unspecified)
    6, -6, 1.4, -4, 3, 9, 4, -18, -5
Cc1nc(SCc2ccc(F)cc2)n[nH]1
    10, 1, 2.6, -2, 1, 11, -9, 9, -6
O=C(CCCSc1nc2ccccc2c(=O)[nH]1)c1ccccc1
    9, 1, 1.1, -1, -3, 3, 10, -15, 13
CCOC(=O)C1CCN(C(=O)CCNS(=O)(=O)c2ccc(C)cc2)CC1
    -11, 10, -1.7, -3, 0, 12, -9, 19, 2
O=C1c2oc3ccccc3c(=O)c2C(c2ccccn2)N1Cc1ccccc1 (stereo unspecified)
    6, 2, 0.7, 3, 1, -2, -3, 4, 2
CN(C)c1ccc(C=Nc2ccccc2)cc1
    0, -15, 0.0, -1, 2, 6, -10, 14, 8
Cc1ccsc1/C=C1/NC(=O)N(Cc2ccc(F)cc2)C1=O
    -10, -1, 1.7, -2, -4, -2, 4, 4, 0
O=C(COc1ccc(Br)cc1)NN1C(=O)c2ccccc2C1=O
    7, -7, 0.4, 1, -2, -10, 13, 19, -1
CC(C)Oc1ccc(CCc2n[nH]c(=S)n2-c2ccccc2)cc1
    19, 8, 1.6, -4, -5, 0, 0, -1, 7
COC(=O)CC1C(=O)NCCN1C(=O)c1sc2ccccc2c1Cl (stereo unspecified)
    -7, -3, 0.8, -4, 0, 10, 0, 7, 15
Cc1cccc(NC(=O)CSc2nnc(-c3ccccc3)n2N)c1C
    7, 10, -0.6, 4, 2, -11, 1, -4, 11
COc1ccc(OC)c(NC(=O)C2CCCN2C(=O)C2CCC(C)CC2)c1 (stereo unspecified)
    3, 2, -2.3, -3, -1, 6, 0, 7, 7
Cc1ccccc1NC(=O)CSc1ccsc1[N+](=O)[O-]
    19, 4, 4.8, 0, -1, 19, -7, -3, 4
COc1ccc(CCn2c(=N)c(S(=O)(=O)c3ccc(Cl)cc3)cc3c(=O)n4ccccc4nc32)cc1
    0, -5, 3.5, -3, 5, 24, 7, 22, 10
Cc1nn(C)c(C)c1NC(=O)Nc1cccc(C(F)(F)F)c1
    8, -1, -1.1, -3, -5, -26, -1, 0, 16
CN(CC(=O)Nc1ccc(F)cc1)CC(=O)N1CCCC1
    11, -4, -2.2, -2, 1, 3, -3, -10, 3
COc1cc(CC(=O)OCc2ccccc2F)cc(OC)c1OC
    10, -8, 0.4, -3, 0, 15, -3, -11, 12
COc1ccc2[nH]c(=O)c(CN(C(=O)c3cccnc3)c3ccc(C)cc3)cc2c1
    -8, 7, 0.0, -2, 0, 5, -3, 19, 37
CC(C)(C)c1ccc(C(=O)NNc2cc(N3CCCCC3)nc(N3CCCCC3)n2)cc1
    34, 20, 1.6, -2, 0, 9, 12, 43, -2
COc1ccc(CC(=O)Oc2ccc(C(C)C)cc2)cc1S(=O)(=O)N1CCOCC1
    10, -5, 0.4, -4, -4, 5, 2, -4, -6
CC(C)(C)NC(=O)NC12CC3CC(CC(C3)C1)C2
    -7, -6, -0.4, -1, -1, -6, -1, -10, 2
Cc1cccc(C)c1Nc1nc2ccccc2o1
    10, 2, 0.2, 5, -2, 0, -6, 1, 0
Cc1cc(-c2ccc(Br)cc2)n[nH]1
    20, -4, 2.4, 5, 7, -1, -10, -16, -14
O=c1[nH]c2cccnc2n1Cc1ccccc1
    -6, 2, -0.3, -2, -1, 26, 7, 2, 24
O=C(CCn1c(=O)[nH]c2ccsc2c1=O)N1CCc2ccccc2C1
    -9, 0, -0.9, -1, -3, 6, -12, -17, -8
S=C(Nc1ccccc1)N1CCn2cccc2C1c1cccnc1 (stereo unspecified)
    9, -6, -1.4, 0, -5, 7, -16, 28, 2
Cc1nc2c(C)cccn2c1C(=O)c1ccccc1
    11, -4, -1.0, -3, 1, 6, 3, 11, 12

Compounds above that have a thiophene ring, fused or not:
Below each compound: tim23-1 inh, CXCR6 inh, CHOP UPR activ, APJ ag, XBP1 UPR activ, CCR6 antagonist, EBI2 block, Mdm2 MdmX PPI, APJ antag
COCCCNC(=O)Cn1c(=O)n(CCCCCC(=O)Nc2ccccc2)c(=O)c2sccc21
    3, -7, 0.5, -1, -1, -9, -5, -14, -2
Cc1ccsc1/C=C1/NC(=O)N(Cc2ccc(F)cc2)C1=O
    -10, -1, 1.7, -2, -4, -2, 4, 4, 0
COC(=O)CC1C(=O)NCCN1C(=O)c1sc2ccccc2c1Cl (stereo unspecified)
    -7, -3, 0.8, -4, 0, 10, 0, 7, 15
Cc1ccccc1NC(=O)CSc1ccsc1[N+](=O)[O-]
    19, 4, 4.8, 0, -1, 19, -7, -3, 4
O=C(CCn1c(=O)[nH]c2ccsc2c1=O)N1CCc2ccccc2C1
    -9, 0, -0.9, -1, -3, 6, -12, -17, -8

Only part of the results is shown; count on the stated rates, not on these rows.
